MEKK3 PB1 HTS: modulators of MEKK3-MEK5 PB1 binding, primary screen, biochemical, wildtype MEKK3, multiplex bead flow cytometry, Alexa488-MEK5 | bead-based flow cytometry, Alexa488-MEK5 binding to MEKK3; actives lie on both sides; 0 = blocked by unlabeled MEK5, 100 = vehicle | binding response (% of control), % at 10 µM | 290,000 compounds, 1.4% hits | AID 1529, 2009;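 active means binding response more than 3 SD above or below the average of its plate-row segment, actives on both sides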;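 further: Alexa488 bead fluorescence after subtracting the streptavidin-only scavenger bead signal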
Target sequence (Q99759 whole entry, looked up): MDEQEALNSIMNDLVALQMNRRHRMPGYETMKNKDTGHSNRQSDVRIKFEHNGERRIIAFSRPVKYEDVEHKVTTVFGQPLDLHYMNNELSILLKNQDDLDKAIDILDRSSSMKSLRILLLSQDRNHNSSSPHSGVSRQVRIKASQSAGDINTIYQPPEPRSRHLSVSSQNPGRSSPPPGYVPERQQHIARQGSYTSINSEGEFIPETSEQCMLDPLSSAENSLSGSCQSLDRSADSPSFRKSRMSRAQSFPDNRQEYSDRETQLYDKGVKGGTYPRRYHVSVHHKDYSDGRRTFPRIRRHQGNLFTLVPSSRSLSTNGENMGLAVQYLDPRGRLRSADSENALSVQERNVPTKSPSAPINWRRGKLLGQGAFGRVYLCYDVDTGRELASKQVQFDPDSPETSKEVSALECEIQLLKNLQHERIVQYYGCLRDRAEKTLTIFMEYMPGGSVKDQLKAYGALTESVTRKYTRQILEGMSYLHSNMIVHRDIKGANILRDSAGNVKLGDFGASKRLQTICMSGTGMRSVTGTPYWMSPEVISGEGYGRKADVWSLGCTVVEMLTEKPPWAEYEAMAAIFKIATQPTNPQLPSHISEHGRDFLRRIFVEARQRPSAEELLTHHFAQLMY
PHOSPHO1 block: PubChem AID 1565; recombinant PHOSPHO1, absorbance phosphatase assay; 290,000 compounds, 1.1% hits; Phosphoethanolamine/phosphocholine phosphatase (Homo sapiens), Q8TCT1; inhibition, % at 13.3 µM; in the data active means inhibition above about 60%
Target sequence (Q8TCT1 whole entry, looked up): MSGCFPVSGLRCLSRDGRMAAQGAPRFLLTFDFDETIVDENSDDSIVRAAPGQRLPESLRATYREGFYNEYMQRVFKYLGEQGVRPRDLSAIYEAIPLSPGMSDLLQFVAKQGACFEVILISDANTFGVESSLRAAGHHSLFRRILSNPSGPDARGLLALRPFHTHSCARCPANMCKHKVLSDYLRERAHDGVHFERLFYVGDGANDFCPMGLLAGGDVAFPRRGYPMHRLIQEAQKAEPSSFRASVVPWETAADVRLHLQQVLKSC
p-CIP stab down: p/CIP-EGFP fusion destabilizers, primary screen, fluorescence, F442A cells; decrease of EGFP signal, % at 10 µM; Q05BA5; AID 1984, 2009; 290,000 compounds, 0.01% hits; 16 h;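 active means EGFP signal decrease of at least 30% at 10 µM or well 3 SD below plate mean, unless failing retest; inactive means the rest, including hits failing retest or dose response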; further: some compounds called inactive have numbers as strong as hits; many of its hits are not listed in these tables
IDE inh: human IDE inhibitors in live cells, primary screen, fluorescence polarization, HEK cells, FAbetaB substrate | 320,000 compounds, 0.41% hits | Insulin-degrading enzyme (Homo sapiens), P14735 | FAbetaB cleavage | inhibition, % at 5.59 µM | AID 434962, 2010;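 active means percent inhibition above the average of all tested compounds plus 3 SD, set per screening campaign, cut at about 16% in these data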;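 further: IDE supplied by intact live HEK cells; FP after avidin binding of uncleaved biotin substrate so inhibition keeps polarization high; 0% = DMSO wells and 100% = 60 µM reference IDE inhibitor Ii1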
IDE cell activ: human IDE activators in live cells, primary screen, fluorescence polarization, HEK cells, FAbeta-B substrate; Insulin-degrading enzyme (Homo sapiens), P14735; FAbeta-B cleavage; 0% vehicle, 100% cell-free pure enzyme wells; activation, % at 5.96 µM; 340,000 compounds, 0.073% hits;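 active means activation above the mean of all tested compounds plus 3 SD, set per screening campaign, cut at about 17% in these data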
GalR3 antagonist: GalR3 antagonists in HEK293 cells, primary screen, cell-based, fluorescence readout. Galanin receptor type 3 (Homo sapiens), O60755. inhibition, % at 3 µM. 360,000 compounds, 0.44% hits. AID 651719, 2012. HEK293 GalR3-CNG cAMP membrane potential fluorescence; galR3 body fused to GalR1 C-terminus;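 active means inhibition above the screen-wide average plus 3 SD, cut at about 13% in these data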;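 further: forskolin and galanin both at EC90 stimulate the cells; cAMP rise reported by CNG channel membrane potential dye signal; 0% = forskolin plus galanin with DMSO and 100% = forskolin alone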
CRFR2-BP antag: antagonists of CRF-BP/CRF-R2 complex, primary screen, cell-based, HEK293, calcium dye fluorescence, uHTS. 350,000 compounds, 0.59% hits. CRF-induced calcium fluorescence. inhibition, % at 11.8 µM;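 active means inhibition of the ligand-induced calcium signal above about 50% at the single tested concentration, limit read from the data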
CRFBP-R2 agonist: agonists of CRF-BP/CRF-R2 complex, primary screen, cell-based, HEK293, calcium dye fluorescence, uHTS; calcium dye fluorescence (FLIPR); percent of saturating CRF peptide response; CRF-binding protein / CRF receptor 2 complex (human); activation, % at 13.2 µM; 350,000 compounds, 0.46% hits;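 active means activation of at least 50%, plus an integration ratio under a set limit after plate pattern correction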;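 further: plate controls were neutral control wells without compound for no effect and CRF at EC100 for full effect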
CHRM4 PAM: human M4 muscarinic receptor positive allosteric modulators, primary screen, CHO-K1 cells, Fluo-8 calcium fluorescence; 360,000 compounds, 0.4% hits; Muscarinic acetylcholine receptor M4 (Homo sapiens), P08173; AID 624126, 2012; activation, % at 3 µM; CHO-K1 hM4/Gqi5, ACh EC20; 0% = ACh EC20, 100% = maximal ACh;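 active means activation above its plate's cutoff, the mean activation of sample wells plus 3 SD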; further: some results filed as inactive read as strong as hits
* hit, by the source's call; · = not tested or not shown.

SMILES	MEKK3 PB1 HTS	PHOSPHO1 block	p-CIP stab down	IDE inh	IDE cell activ	GalR3 antagonist	CRFR2-BP antag	CRFBP-R2 agonist	CHRM4 PAM
COc1cc(OC)c(NC(=O)c2ccoc2C)cc1Cl	85	1	2	1	6	-5	-2	0.4	5
CC(c1ccon1)N(C)Cc1cn(C)nc1-c1cccc(Cl)c1 (stereo unspecified)	102	28	-14	10	4	-5	-2	-0.6	-1
COc1ccc(C(=O)N/C(=C/c2cccs2)C(=O)NN)cc1OC	87	32	3	22*	-22	-1	-4	-0.7	-6
CC(=O)c1ccc(N2CCN(C(=O)c3cc4c(-c5ccccc5F)nn(C)c4s3)CC2)cc1	110	-2	-8	10	-2	·	24	1.3	-8
Cc1cc(C)cc(NC(=O)CN2CCC(NC(=O)c3cccc(F)c3)CC2)c1	105	-14	-2	2	4	-11	25	-1.4	-5
CC(=O)N1N=C(c2cccc(NS(=O)(=O)c3ccc(C)cc3)c2)CC1c1ccco1 (stereo unspecified)	97	22	5	10	-1	-7	-30	-0.2	1
Cc1ccc(NS(=O)(=O)c2ccc(C(=O)OCC(=O)Nc3cc(C)on3)cc2)cc1	102	14	1	·	0	-4	-68	20	-5
O=C(Cn1ncc2c(=O)oc3ccccc3c21)N1CCN(C(=O)c2ccco2)CC1	104	13	2	0	8	-4	15	0.0	2
C=CCn1c(C)cc(-c2csc(NC(=O)C3=COCCO3)n2)c1C	·	·	·	2	3	-1	-4	2.6	-3
CC(C)CNC(=O)CC(c1ccccc1)c1c(O)ccc2ccccc12 (stereo unspecified)	106	28	-4	1	2	1	-25	-0.9	-2
Cc1c(C(C)(C)O)[nH]c2cc(C(F)(F)F)ccc12	100	-2	-17	4	-7	-4	-9	-0.8	-4
O=C1CCC(Cc2ccccc2)N1 (stereo unspecified)	109	-3	5	0	3	-4	-7	2.8	0
O=C(Cn1cc2c(n1)CCCC2)NCc1cccnc1	101	-9	5	2	3	0	7	0.7	-9
CC(=O)Nc1ccc2c(c1)nc1n2CCOC1	94	11	-4	-3	3	-5	17	-0.2	12
CCN(CC)CCNC(=O)c1cn(CC)c2ccc(S(=O)(=O)N3CCc4ccccc4C3)cc2c1=O	107	17	4	4	2	-1	8	-1.1	-8
CC(NC(=O)c1ccc(=O)oc1)c1ccccc1 (stereo unspecified)	103	-65	-3	-9	1	-5	-12	-1.4	2
COCc1cc(C)nc(Oc2ccccc2)c1C#N	95	14	-4	3	5	-5	6	-8.0	0
Cc1ccc(S(=O)(=O)Oc2ccc(/C=C3\N=C(c4cccc(C)c4)OC3=O)cc2)cc1	·	11	-19	-5	4	-5	11	-1.8	5
O=C(COC(=O)c1cccc(C(=O)OCC(=O)NCc2ccc(F)cc2)n1)NCc1ccc(F)cc1	104	3	5	-3	-2	-2	16	-2.4	-7
CCn1c(C)nc2cc(C(=O)NNC(=O)c3ccc(Cl)nc3)ccc21	98	-13	3	2	0	-1	4	-2.1	-7
COc1ccc(S(=O)(=O)Nc2c(NC3CCCCC3)c3ccccc3oc2=O)cc1	99	10	-1	3	5	-5	8	-1.6	-3
Fc1cccc(CN(C2=NCCN2)c2c(Cl)cccc2Cl)c1	·	·	·	2	10	5	-42	0.6	-5
Cc1ccc2nc(/C(C#N)=C\c3ccc(N4CCCCC4)c([N+](=O)[O-])c3)[nH]c2c1	112	2	-28	2	1	-4	-28	0.3	0
CCOCCn1c(CN(Cc2ccccc2)Cc2ccccc2)nc2c1c(=O)[nH]c(=O)n2C	106	20	-20	4	-2	-5	-106	-3.2	17
CCCCOCCCNC(=O)c1cccs1	92	20	-1	7	-2	3	13	1.8	-4
SMILES	MEKK3 PB1 HTS	PHOSPHO1 block	p-CIP stab down	IDE inh	IDE cell activ	GalR3 antagonist	CRFR2-BP antag	CRFBP-R2 agonist	CHRM4 PAM
Nc1ccc2nc(SCC(=O)N3CCN(c4ccccc4)CC3)sc2c1	97	-1	2	1	-11	0	-3	1.4	-29
COc1cccc(CNC(=O)C(=O)NCC(c2ccco2)N2CCOCC2)c1 (stereo unspecified)	108	0	-13	4	0	8	15	-0.4	3
COc1ccc(NC(=O)CN2CCc3ccccc3C2)c(OC)c1	101	39	0	1	-5	0	17	-3.4	-1
Cc1ccc2nc(N3CCC(C(=O)NC4CCCCC4)CC3)sc2c1	102	38	4	8	-15	0	-1	-0.8	6
C#CCOCCOCCOCCNc1nc(N2CCOCC2)nc(N2CCN(C(=O)[C@H](Cc3ccc(O)cc3)n3cc(CCO)nn3)CC2)n1	·	·	·	·	-1	-4	-1	0.7	-3
C=CCN1C(=O)c2ccccc2Sc2ccc(C(=O)NCC(OC)OC)cc21	105	42	5	-2	3	-11	-12	-1.4	2
C=CCN(CC=C)C(=S)NC(=O)c1ccc(OC)cc1	97	37	-3	4	0	-7	15	-0.9	-1
CCN1CCN(c2ccc(S(=O)(=O)N3CCCCC3)cc2NC(=O)Cc2ccc(Cl)c(Cl)c2)CC1	·	·	·	0	4	·	-22	16	-15
O=C(NC(=S)N1CCCc2ccccc21)c1ccc([N+](=O)[O-])cc1	·	42	-4	-3	0	-2	8	0.1	-10
Cc1ccc(OCC(=O)Nc2ccc(Cl)cc2)c(-n2nc3ccccc3n2)c1	101	41	-6	10	1	-5	-10	-0.5	0
COCCn1cc(C(=O)N2CCC(C)CC2)c2c3ccccc3n(C)c2c1=O	101	18	1	1	4	-7	-5	5.2	-4
O=C(Nc1ccc(C(=O)O)cc1)/C(=C\c1ccc2c(c1)OCO2)NC(=O)c1ccccc1Cl	·	·	·	·	·	-6	-3	-1.1	3
COc1ccc(-c2noc(CCC(=O)N3CCN(c4ccc(F)cc4)CC3)n2)cc1	·	·	·	·	2	-2	8	0.2	9
O=C(CN1C(=O)NC2(CCSC2)C1=O)NCc1ccccc1 (stereo unspecified)	98	10	-9	7	2	0	-11	1.4	18*
Cc1cccc(OCCCC(=O)Nc2ccc(N3CCCCC3)cc2)c1C	103	11	-2	8	7	0	19	-0.6	8
CNc1cc(-n2nc(C)cc2-c2ccccc2)ncn1	100	5	4	1	4	-3	4	-1.0	-7
Cn1cnc(S(=O)(=O)Nc2ccc3c(c2)OCCO3)c1	99	37	-4	0	·	-6	-5	-0.2	-1
CCCCN=C1NC(=O)C(CC(=O)NCCc2ccc(OC)cc2)S1 (stereo unspecified)	100	2	5	-2	-4	-2	1	1.1	2
CC(NC(=O)C(=O)N1CCCCC1)C(c1cccs1)N1CCN(C)CC1 (stereo unspecified)	99	-28	12	3	2	4	-4	0.7	14
Cc1onc(-c2ccccc2Cl)c1C(=O)N1CCc2ccccc2C1	120	7	-5	4	6	-8	13	-1.0	-9
O=C(c1cccs1)N1CCN=C1SCc1ccc(F)cc1	97	27	1	1	0	-2	1	-3.1	6
O=C1N/C(=N\N=C\c2cccs2)SC1Cc1cccc(Cl)c1Cl (stereo unspecified)	99	6	11	-5	2	1	-2	1.0	3
CCCNC(=O)NC1C(NC(=O)NCCC)N(C)C(=O)N1C (stereo unspecified)	102	10	-23	-2	1	2	-2	-0.1	8
COC(=O)[C@H](CCSC)NC(=O)Cn1cc(C)c(=O)[nH]c1=O	·	·	·	·	-2	-6	3	0.1	2
c1ccc(Cn2nnc3c(N4CCCCCC4)ncnc32)cc1	98	-10	-20	1	7	3	6	-1.7	-5
SMILES	MEKK3 PB1 HTS	PHOSPHO1 block	p-CIP stab down	IDE inh	IDE cell activ	GalR3 antagonist	CRFR2-BP antag	CRFBP-R2 agonist	CHRM4 PAM
CCCCn1c(N)c(N(CC(C)C)C(=O)c2cc(C)oc2C)c(=O)[nH]c1=O	100	-182	9	-2	5	1	0	0.3	8
O=C1c2ccccc2CN1CCSC(=S)N1CCOCC1	101	-8	1	1	5	2	11	-1.4	19
Cc1ccc(S(=O)(=O)N2CCOCC2)cc1NC(=O)c1ccncc1	·	·	·	·	·	-6	-13	0.9	9
COc1ccccc1NC(=S)NN1CCN(C)CC1	103	13	-9	7	1	4	2	-1.4	-2
Cc1onc(-c2ccccc2Cl)c1C(=O)NCC(=O)O	98	37	1	0	4	0	-1	-1.2	9
CC(=O)OCC1OC(Nc2cccc(C)c2)C(OC(C)=O)C(OC(C)=O)C1OC(C)=O (stereo unspecified)	105	-9	-8	-1	2	4	-5	0.8	6
Cc1ccc(CC(=O)N2CCN(c3ccc([N+](=O)[O-])cc3)CC2)cc1	106	-21	-12	6	4	-11	16	-1.3	-4
O=C1N/C(=N\c2ccccn2)SC1Cc1ccccc1Cl (stereo unspecified)	93	12	-7	9	4	-4	-12	3.4	-9
O=C(O)c1cccc(S(=O)(=O)Nc2ccccc2C(=O)NCCc2ccccc2)c1	99	6	-24	-9	5	-7	13	-0.3	2
O=C(NC1CCN(Cc2ccccc2)CC1)c1ccccc1Cl	106	40	-14	0	-2	-6	-4	-0.2	2
O=C(NC1CCCCC1)C(c1ccncc1)N(C(=O)c1ccco1)c1ccc(F)cc1 (stereo unspecified)	97	17	2	4	3	-4	5	-1.2	3
O=C(O)c1cccc(S(=O)(=O)N2CCOCC2)c1	103	-4	1	2	-6	-5	18	0.5	1
C=CC[C@@H](CC(=O)N(CCO)Cc1ccccc1)C(=O)N[C@@H](COC(=O)[C@@H](CC=C)CC(=O)OC(C)(C)C)Cc1c[nH]c2ccccc12	·	·	·	1	8	2	6	2.8	-5
O=C(Nc1ccccc1)c1ccc2nc(-c3ccco3)c(-c3ccco3)nc2c1	90	-17	-12	4	-6	-1	4	3.0	-1
O=C(Nc1ccc(F)cc1F)N1CCN(CCc2ccccc2)CC1	95	68*	0	4	7	-5	-7	1.0	-4
Cc1c(Br)c([N+](=O)[O-])nn1CC(=O)NCc1ccccn1	100	0	7	-2	8	-4	14	0.4	12
COc1ccc(S(=O)(=O)N2CCSC2c2ccc(N)cc2)cc1 (stereo unspecified)	98	-2	-10	5	-1	-5	-7	-2.8	-3
FCCCOc1ccc(CN2CCN(c3ccccc3F)CC2)cc1	101	37	-5	3	-5	-5	19	0.6	-14
CSc1nc(N)c(C#N)c(-c2ccccc2Cl)c1C#N	99	10	-3	1	-1	14*	-13	1.6	1
C(=N\Nc1nc2ccccc2s1)/c1ccccn1	100	23	-13	-4	·	-7	4	1.8	·
O=C(c1cnc2sccn2c1=O)N1CCc2ccccc2C1	98	19	-8	11	-2	-3	-17	2.4	12
Cc1ccc(C(=O)NCc2ccco2)cc1S(=O)(=O)N1CCCCC1	103	23	-1	-2	5	4	4	-2.1	1

Complete entries, quoted from the list:
Results for O=C(c1cnc2sccn2c1=O)N1CCc2ccccc2C1 = MEKK3 PB1 HTS = 98; PHOSPHO1 block = 19; p-CIP stab down = -8; IDE inh = 11; IDE cell activ = -2; GalR3 antagonist = -3; CRFR2-BP antag = -17; CRFBP-R2 agonist = 2.4; CHRM4 PAM = 12
Results for O=C(NC1CCN(Cc2ccccc2)CC1)c1ccccc1Cl = MEKK3 PB1 HTS = 106; PHOSPHO1 block = 40; p-CIP stab down = -14; IDE inh = 0; IDE cell activ = -2; GalR3 antagonist = -6; CRFR2-BP antag = -4; CRFBP-R2 agonist = -0.2; CHRM4 PAM = 2

Screening data from PubChem.
